Assay outcomes as filed in PubChem BioAssay.
HT1080NT lethal – kills 2HG-producing HT-1080-NT fibrosarcoma cells | HT-1080-NT fibrosarcoma viability, CellTiter-Glo ATP luminescence, 48 h | Potency, µM (series often up to 46.1 µM), inactives show at the highest dose activity, negative = less viability, usual class: cytotoxic | hit rate 1.6% among 360,000 | AID 686970;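 also: NT is the 2HG producing partner of a matched IDH1 knockdown line; potency is read from the fitted curve at half-maximal effect; 0% = DMSO-treated cells and -100% = media-only wells without cells; nearly all actives have a fitted effect of over 55% in size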
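Fibrosarcoma NT cells, 750 per well in 5% FBS RPMI, were exposed to compound for 48 hours. Viability: CellTiter-Glo luminescence.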
ATXN2 expr inh – inhibitors of ATXN2 expression | HEK-293 ATXN2-luciferase reporter, luminescence, 24 h | Potency, µM (titrated, usually from 57 µM), without a hit: top-dose activity change, negative = inhibition, usual class: inhibitors | hit rate 0.72% among 360,000 | AID 1745845; also: potency is read from the fitted curve at half-maximal effect; % is scaled to controls: 0 for no effect and ±100 for the full control effect; nearly all actives have a fitted effect of over 55% in size
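qHTS (up to 57 uM final) was run with 24 h compound exposure of reporter cells at 37 °C. Each well was multiplexed: SteadyGlo luminescence measured ATXN2-luciferase expression after a fluorogenic Gly-Phe-AFC viability readout (25 uM final).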
KB-V1 cytotox – kills drug-selected multidrug resistant KB-V1 cells; KB-V1 MDR cells viability, CellTiter-Glo, 72 h; Potency, µM (titrated, usually from 46.1 µM), for inactives: top-dose activity change, negative = cytotoxicity, most hits filed as cytotoxic; hit rate 3.4% among 400,000; AID 1347076; also: potency is read from the fitted curve at half-maximal effect; % is scaled to controls: 0 for no effect and ±100 for the full control effect; nearly all actives have a fitted effect of over 60% in size
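KB-V1 MDR subline cells in DMEM (phenol-red free, 10% FBS) exposed to compounds in qHTS concentration series for 72 h at 37 degrees C. Viability read by CellTiter-Glo luminescence; concentration-effect curves fitted after normalization and correction.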
HT1080 IDH1KD tx – toxicity to HT-1080 IDH1 knockdown cells (counter line); HT-1080 IDH1 knockdown viability, ATP luminescence, 48 h; Potency, µM (highest dose often 46.1 µM), inactives show at the top dose activity, negative = toxicity, hits mostly cytotoxic; hit rate 2% among 360,000; AID 686971;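 also: potency is read from the fitted curve at half-maximal effect; 0% = DMSO wells and -100% = cell-free medium wells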
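Viability of IDH1-knockdown HT-1080 fibrosarcoma cells was assessed by CellTiter-Glo after 48 h at 37 °C with titrated compound; concentration-effect curves were classified by fit quality and response size.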
S2 tox – viability counter-screen for ATXN expression inhibitors. S2 cells (HEK-293 line with an ATXN2-luciferase reporter) viability, CellTiter-Fluor protease fluorescence, 24 h. hit rate 0.49% among 400,000. Potency, µM (series often up to 56.7 µM), most hits filed as cytotoxic; also: potency is read from the fitted curve at half-maximal effect; nearly all actives have a fitted effect of over 40% in size
KB-3-1 cytotox – KB-3-1 parental cell cytotoxicity; KB-3-1 viability, CellTiter-Glo ATP luminescence, 72 h; Potency, µM (top dose mostly 46.1 µM), for the others: top-dose activity change, negative = cytotoxic, hits mostly cytotoxic; hit rate 1.4% among 400,000; also: potency is read from the fitted curve at half-maximal effect; % is scaled to controls: 0 for no effect and ±100 for the full control effect; nearly all actives have a fitted effect of over 60% in size
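Screening of KB-3-1 cells (DMEM, 10% FBS, phenol-red free) ran from lowest to highest compound concentration; after 72 h at 37 °C viability was read luminescently and curves fitted.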
IL-1B inflam inh – inhibitors of inflammasome signaling (IL-1 beta secretion). THP-1 LPS/ATP IL-1B secretion, AlphaLISA, 16 h; active compounds read low. activity change, % at 57.5 µM. hit rate 4.7% among 360,000. AID 743279; in the data active = activity change below about -50%; inconclusive = mostly about -30% to -49%; also: % is scaled to controls: 0 for no effect and ±100 for the full control effect
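THP-1 cells pretreated 1 hr with compounds (up to 57.5 uM final), then stimulated with LPS (250 ng/mL final) plus ATP (1.25 mM final); secreted IL-1B measured by AlphaLISA after 16 hr, decreased signal indicating inhibition.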
MCF10A rereplic – induces DNA re-replication in MCF 10a normal breast cells | MCF 10A DNA re-replication, Hoechst nuclear intensity, 48 h | AID 624296 | hit rate 2.9% among 350,000 | Potency, µM (top dose mostly 46.1 µM), for the others: at the highest dose activity, positive = re-replication, actives largely listed as activators; also: potency is read from the fitted curve at half-maximal effect; % of control where 0% means no effect; nearly all actives have a fitted effect of over 50% in size
SW480 rerep – induces DNA re-replication in SW480 colon adenocarcinoma cells; SW480 DNA re-replication, Hoechst DNA content imaging, 48 h; Potency, µM (highest dose often 46.1 µM), for inactives: at the highest dose re-replication activation, most hits filed as activators; hit rate 1.8% among 340,000; AID 624297; also: potency is read from the fitted curve at half-maximal effect; % of control where 0% means no effect; nearly all actives have a fitted effect of over 55% in size
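DNA re-replication was detected as more nuclei of elevated Hoechst intensity after 48 hr exposure to compound (23 nL pinned per well of 250 cells).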
Starred values were filed as active, the others as inactive; i = inactive; ? = inconclusive; . = no result given; & = joins results of further samples; [ ] = dose if it differs, or a comment. Unless noted, calls follow the shape of the dose curve; as a rule, active = well fitted curve in the direction sought with a large enough effect; inconclusive = small, poorly fitted or top-dose-only effect, or another doubt; inactive = no such curve, though single readings can be large; an effect the other way counts as inactive or inconclusive. Rows were taken by chance; overall some 11% were active at least once.

SMILES | HT1080NT lethal | ATXN2 expr inh | KB-V1 cytotox | HT1080 IDH1KD tx | S2 tox | KB-3-1 cytotox | IL-1B inflam inh | MCF10A rereplic | SW480 rerep
COc1cc(OC)cc(C(=O)NC(C(=O)NNC(=O)c2ccc(C)cc2)C(C)C)c1 (stereo unspecified) | 6% | 6% | 7% | 9% | i | 0% | ? | -2% | 9%
Cn1c(CN2CCCCC2)nc2cc([N+](=O)[O-])ccc21 | -6% | -2% | -17% | -2% | i | -1% | -9 | 2% | 0%
COc1cc(NC(=O)c2ccco2)c(OC)cc1NC(=O)CSc1ncc(-c2ccc(F)cc2)[nH]1 | 10% | -6% | ? | -4% | i | -7% | -15 | -1% | 1%
OC(COCCOc1ccc(Br)cc1)CN1CCCCC1 (stereo unspecified) | -1% | 1% | -1% | 0% | i | 14% | -1 | ? | 0%
COc1ccc(CCN(C)C(=O)CNC(=O)Cc2cccc3ccccc23)cc1OC | 4% | -15% | ? | 6% | ? | -8% | i | -14% | -12%
O=C(O)/C(=C\c1ccccc1OC(F)F)c1ccc(-c2ccccc2)cc1 | 3% | 20% | 2% | 3% | i | -3% | 45 | 3% | -8%
COc1cc(OC)cc(C(=O)NC2CCCCCCC2)c1 | 4% | 30% | -5% | 2% | i | 10% | -6 | -9% | -3%
CCOC(=O)CCSc1nc(-c2ccccc2)cc(C(F)(F)F)n1 | 2% | -22% | 17% | 3% | i | 1% | 0 | 4% | -2%
CCOc1ccccc1C(=O)Nc1nnc(SCC(=O)N2CCOCC2)s1 | -4% | -8% | -28% | 2% | i | 0% | -9 | 22% | -2%
O=C(/C=C\c1ccc(-c2cccc([N+](=O)[O-])c2)o1)N1CCOCC1 | -1% | 7% | -25% | -11% | i | 22% | -24 | -5% | -14%
Cc1ccc(NC2c3ccccc3C(=O)N2c2cccnc2)cc1 (stereo unspecified) | 5% | 1% | ? | -16% | i | 1% | 76 | 0% | 5%
Cc1ccc(C)n1-n1cnc2sc(-c3ccccc3)cc2c1=O | ? | 19% | ? | ? | i | -22% | -14 | -1% | 8%
Cc1cc(C)nc(/N=C2\NC(=O)CC(C(=O)O)N2c2ccc(C)c(C)c2)n1 (stereo unspecified) | 15% | -9% | -1% | 9% | i | 11% | -3 | -38%[inhibitor] | 7%
COc1cc(S(=O)(=O)Nc2ccc3nc(C)sc3c2)ccc1NC(C)=O | ? | ? | 2% | ? | ? | -16% | 45 | 1% | -2%
CC(C)Cc1ccc(C(C)C(=O)N2CCOCC2)cc1 (stereo unspecified) | 2% | 0% | 3% | 6% | i | 0% | -7 | 12% | -1%
Cc1cc(NC(=O)c2ccccc2F)ccc1-c1nc2ccccc2s1 | . | 46%[activator] | 22% | . | i | -6% | . | . | .
Cc1ccccc1N1C(=O)C2C3C=CC(CC3)C2C1=O (stereo unspecified) | 9% | -7% | 0% | 9% | ? | 8% | 6 | -4% | 2%
COc1ccc(C(=O)c2c(C(F)(F)F)oc3c2C(=O)c2ccccc2C3=O)cc1OC | 9.2µM* | ? | 9.2µM* | ? | 28µM* | 9.2µM* | ? | ? | 0.73µM*
Cc1ccc(S(=O)(=O)NCCc2cccs2)cc1 | -3% | -11% | 9% | -1% | i | 4% | -6 | -3% | -13%
O=C(Nc1cccc(F)c1)C1CC(=O)N(c2ccc(Cl)cc2)C1 (stereo unspecified) | -19% | -5% | -21% | -14% | ? | 6% | 17 | 7% | 4%

A draw from above in order of number of heavy atoms, highest first:
SMILES | HT1080NT lethal | ATXN2 expr inh | KB-V1 cytotox | HT1080 IDH1KD tx | S2 tox | KB-3-1 cytotox | IL-1B inflam inh | MCF10A rereplic | SW480 rerep
Cc1cc(C)nc(/N=C2\NC(=O)CC(C(=O)O)N2c2ccc(C)c(C)c2)n1 (stereo unspecified) | 15% | -9% | -1% | 9% | i | 11% | -3 | -38%[inhibitor] | 7%
COc1cc(S(=O)(=O)Nc2ccc3nc(C)sc3c2)ccc1NC(C)=O | ? | ? | 2% | ? | ? | -16% | 45 | 1% | -2%
O=C(Nc1cccc(F)c1)C1CC(=O)N(c2ccc(Cl)cc2)C1 (stereo unspecified) | -19% | -5% | -21% | -14% | ? | 6% | 17 | 7% | 4%
Cc1ccccc1N1C(=O)C2C3C=CC(CC3)C2C1=O (stereo unspecified) | 9% | -7% | 0% | 9% | ? | 8% | 6 | -4% | 2%
Cc1ccc(S(=O)(=O)NCCc2cccs2)cc1 | -3% | -11% | 9% | -1% | i | 4% | -6 | -3% | -13%

Next part.
SMILES | HT1080NT lethal | ATXN2 expr inh | KB-V1 cytotox | HT1080 IDH1KD tx | S2 tox | KB-3-1 cytotox | IL-1B inflam inh | MCF10A rereplic | SW480 rerep
COc1ccc(CNC(=O)C(C)N(C)Cc2cccc(F)c2)cc1 (stereo unspecified) | -2% | . | 13% | -1% | i | -9% | -14 | -5% | -3%
CC1=NCCN1CCNC(=O)Nc1cc(C)cc(C)c1 | 11% | 3% | 8% | 24% | i | 3% | 35 | -4% | -8%
O=C(COc1ccc(Cl)cc1)NCC(c1cccs1)S(=O)(=O)c1ccc(F)cc1 (stereo unspecified) | . | -19% | -1% | . | i | -13% | . | . | .
C#CCOc1c(Br)cc(/C=C2/C(=O)ON=C2C)cc1OC | 15% | -1% | -8% | 11% | i | 12% | 6 | 5% | -2%
COc1ccc(CNC(=O)CSc2nc3ccccc3n2C(C)=O)cc1 | 5% | . | ? | -1% | i | 1% | 12 | 6% | -1%
CSCCC(NC(=O)OC(C)(C)C)C(=O)Oc1ccc2c(=O)c(-c3ccc4c(c3)OCCO4)coc2c1 (stereo unspecified) | -18% | -19% | -18% | -1% | i | -1% | 1 | 3% | -1%
Cc1ccc(N(CC(=O)NCC2CCCO2)C(=O)CNS(=O)(=O)c2ccc(Cl)cc2)cc1 (stereo unspecified) | 0% | -2% | 21% | 2% | i | 12% | 0 | 0% | -8%
CC(C)Cn1cc(C(=O)N2CCN(c3cccc(Cl)c3)CC2)c2c3ccccc3n(C)c2c1=O | . | ? | -17% | . | ? | ? | . | . | .
O=C1CCN(Cc2cccnc2)CCN1[C@H](CO)Cc1ccccc1 | -3% | -2% | 9%&-14% | -5% | i | 10%&3% | -16 | 16% | -9%
CC(C)(C)c1nnc2sc(SCC(=O)NCc3ccco3)nn2c1=O | 0% | 6% | . | 2% | i | . | 7 | ? | -2%
COC(=O)[C@]1(C)N[C@H](CN(C)S(=O)(=O)c2ccc(F)cc2)[C@@H]2C(=O)N(Cc3ccccc3)C(=O)[C@@H]21 | 11% | 3% | 7% | 14% | i | 18% | 2 | -8% | -1%
CNC(=O)c1ccccc1Sc1ccccc1C#N | -2% | -12% | 9% | 0% | i | 13% | -3 | 0% | -85%[inhibitor]
Cn1ccc(NC(=O)Nc2ccc(Cl)cc2)n1 | 5% | 33% | 4% | 13% | i | 11% | -10 | -30% | 10%
NNc1nc2ccc(F)cc2s1 | -12% | ? | ? | -16% | i | -6% | -3 | ? | 3%
O=C(NC1CCN(S(=O)(=O)c2ccc(F)cc2)CC1)c1ccccc1 | 14% | 1% | ? | 9% | i | 28% | 20 | 0% | -2%
CCOC(=O)N1CCN(C(=O)c2c[nH]c3ccc(S(=O)(=O)N(C)c4ccc(OCC)cc4)cc3c2=O)CC1 | -2% | 7% | 19% | 0% | i | 6% | -4 | 1% | -2%
CN(C)c1ncnc2c1ncn2CCn1cnc2c(N(C)C)ncnc21 | 12% | -2% | -1% | 1% | i | 0% | -18 | -32%[inhibitor] | -15%
O=c1c2ccccc2n(Cc2cccc(F)c2)c(=O)n1Cc1ccccc1Cl | . | 0% | -1% | . | i | 0% | . | . | .
O=C(COc1ccccc1)Nc1ccc(NC(=O)c2ccco2)cc1 | 0% | 26%[11.3 µM] | -16% | 0% | i | 9% | 23 | -5% | 1%
COc1cccc(-c2nc(-c3cccs3)no2)c1 | -11% | 1% | 17% | 9% | i | 9% | 2 | 2% | 7%
COc1ccc(C(c2nnnn2C2CCCC2)N2CCC(C(N)=O)CC2)c(OC)c1 (stereo unspecified) | 19% | -10% | -9% | 5%[9.24 µM] | i | 12% | 20 | -1% | -4%
CC(C)c1cccc(C(C)C)c1NS(=O)(=O)c1cccs1 | . | -12% | 32% | . | i | -2% | . | . | .
O=c1c2ccccc2c(C=NCCO)c(O)n1-c1ccccc1 | 8% | -8% | -1% | 5% | i | 14% | 19 | -1% | -6%
CN1C2CCC1CC(NC(=O)c1cc(Cl)cc3[nH]cnc13)C2 (stereo unspecified) | -2% | 6% | 5% | 1% | i | -13% | -13 | 0% | -3%
COc1ccc(CC(=O)Nc2ccc(-c3nc4ccccc4s3)cc2Cl)cc1 | . | -1% | -25% | . | i | 0% | . | . | .
O=C(OCCn1c(=S)sc2ccccc21)c1ccccc1 | 11% | 70%[activator] | ? | 14% | i | 3% | 1 | -1% | ?
COC(=O)c1sc(-c2ccccc2)cc1NC(=O)c1cc(OC)cc(OC)c1 | 5% | 0% | 26% | 6% | i | 8% | 23 | -2% | 3%
COc1ccc(/C=C(\NC(=O)c2ccco2)C(=O)NCCc2nc3ccccc3[nH]2)cc1 | 1% | . | 23% | 4% | i | 0% | 0 | 1% | ?
Cc1ccc(CSCCNC(=O)c2ccc(C)cc2)cc1 | -1% | -1% | -1% | 11% | i | -1% | -22 | ? | -8%
O=C(NNC(=O)c1ccccc1C(=O)O)c1cc2ccccc2o1 | -2% | . | 8% | -3% | i | 1% | 26 | -1% | -5%
O=C(/C(=C/O)N=Nc1ccccc1)c1ccncc1 | ? | -4% | -15% | 2%[9.24 µM] | i | 0% | 7 | ? | 2%
CC(C)(C)NC(=O)COC(=O)c1ccccc1Nc1ccc(SC(F)F)cc1 | -21% | 5% | 0% | -13% | i | ? | 13 | ? | 5%
CNC(=O)c1csc(-c2ccc(C)cc2)n1 | 1% | 54%[activator] | ? | -1% | i | -6% | -16 | 6% | -5%
CN1CC=C2C(C#N)=C(N)C(C#N)(C#N)C(c3cccc(Cl)c3Cl)C2C1 (stereo unspecified) | -2% | 1% | 21µM* | -9% | i | 2% | -103* | ? | 6%
